Bioassay records deposited in PubChem by The Scripps Research Institute Molecular Screening Center.
CHRM1 antagonist: antagonists of human M1 muscarinic receptor; 360,000 tested, 1.3% active; AID 588852; CHO-K1 hM1, Fluo-8 calcium fluorescence, ACh EC80 antagonist; inhibition, % at 3 µM;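 active means percent inhibition above its own plate's cutoff, namely the mean of that plate's compound wells plus 3 SD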;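 further: peak over basal fluorescence ratio during 140 s after agonist addition; 0% = ACh EC80 plus DMSO and 100% = DMSO alone without agonist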
Target sequence (P11229 whole entry, looked up): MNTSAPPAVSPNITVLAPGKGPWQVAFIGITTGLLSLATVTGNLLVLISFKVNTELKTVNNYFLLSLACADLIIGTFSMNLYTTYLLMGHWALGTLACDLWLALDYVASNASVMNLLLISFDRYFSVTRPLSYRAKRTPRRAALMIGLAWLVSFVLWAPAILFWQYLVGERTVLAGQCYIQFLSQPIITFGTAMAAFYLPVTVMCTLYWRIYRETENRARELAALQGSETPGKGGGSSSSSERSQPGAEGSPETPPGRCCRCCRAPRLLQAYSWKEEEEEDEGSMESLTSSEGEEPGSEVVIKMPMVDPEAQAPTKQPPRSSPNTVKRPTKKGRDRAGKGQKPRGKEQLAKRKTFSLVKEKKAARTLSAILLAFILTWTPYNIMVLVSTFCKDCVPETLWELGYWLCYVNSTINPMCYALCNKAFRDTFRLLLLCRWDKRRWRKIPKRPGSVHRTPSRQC
TAAR1 antagonist: antagonists of human TAAR1 | 360,000 tested, 1.5% active | Q96RJ0 | AID 624466 | CHO RD-HGA16 TAAR1, Fluo-8 calcium fluorescence, antagonist | inhibition, % at 3 µM;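 active means inhibition above a per-plate cutoff, the mean inhibition of test compounds on that plate plus 3 SD, cut at about 49% in these data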;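 further: 0% = DMSO plus EC80 beta-PEA response and 100% = DMSO alone without agonist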
Target sequence (Q96RJ0 whole entry, looked up): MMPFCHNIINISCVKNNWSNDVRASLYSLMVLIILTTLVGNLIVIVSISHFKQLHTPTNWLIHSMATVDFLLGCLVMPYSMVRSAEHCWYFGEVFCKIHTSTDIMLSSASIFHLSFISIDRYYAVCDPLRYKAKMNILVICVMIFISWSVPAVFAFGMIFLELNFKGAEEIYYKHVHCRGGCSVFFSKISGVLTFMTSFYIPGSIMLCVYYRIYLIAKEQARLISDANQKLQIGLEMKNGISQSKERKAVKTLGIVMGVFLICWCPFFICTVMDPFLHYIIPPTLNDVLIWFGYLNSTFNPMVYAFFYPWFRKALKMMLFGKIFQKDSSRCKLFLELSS
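Material: RD-HGA16 CHO cells with stable hTAAR1 and Gα16; Dosing: single nominal final test compound concentration of 3 µM; Schedule: seeding 17-24 h prior, 75-min 37 °C, 30-min RT dye loading; Detection: kinetic Fluo-8 calcium fluorescence measurement; Measure: % inhibition from peak post-agonist over basal fluorescence ratio; Benchmarks: vehicle and agonist controls.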
CHO-K1 Ca PAM: M1 PAM counterscreen hit in parental CHO-K1 cells. ATP EC20, Fluo-8 calcium fluorescence; 0% at ATP EC20, 100% at ATP max. activation, % at 3 µM. 360,000 tested, 0.02% active;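 active means activation above the run cutoff, the mean activation of all test compounds plus 3 SD, cut at about 40% in these data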;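 further: peak over basal fluorescence ratio in a 140 s read after ATP addition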
CHO parental Ca: counter-screen for OX1R antagonists: effect in parental CHO cells; parental CHO-K1, ATP-induced calcium, Fluo-8 fluorescence; inhibition, % at 5.6 µM; 330,000 tested, 0.63% active;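 active means inhibition above that plate's mean sample inhibition plus 3 SD, cut at about 26% in these data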;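 further: 0% = ATP-challenged DMSO wells and 100% = DMSO wells without ATP; some compounds past the cut are filed as inactive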
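Test system: parental CHO cells; detection: calcium-sensitive Fluo-8 fluorescence; evaluation: percent inhibition of calcium signal; also added: ATP as calcium-mobilizing challenge; repeats: one well per compound; control set: ATP-challenged DMSO wells low, unchallenged DMSO wells high; compound: single nominal dose of 5.6 µM per compound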
CHO-K1 Ca antag: counter-screen for M1 antagonists: effect in parental CHO-K1 cells; inhibition, % at 3 µM; 360,000 tested, 0.6% active; ATP-induced calcium, Fluo-8 fluorescence;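 active means inhibition above a per-plate cutoff, the plate's mean sample inhibition plus 3 SD, cut at about 24% in these data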;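 further: 0% = DMSO plus EC80 ATP and 100% = DMSO alone without ATP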
CHO-K1 Ca ag: nonselective activator or artifact in parental CHO-K1 cells; 360,000 tested, 0.48% active; activation, % at 3 µM; AID 602248; Fluo-8 calcium fluorescence; scaled to maximal ATP response, vehicle zero; in the data active means activation above about 15%;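 further: untransfected CHO-K1 host cells lacking M1 receptor as counterscreen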
M1 PAM: positive allosteric modulators of human M1 muscarinic receptor; AID 588819; activation, % at 3 µM; 360,000 tested, 0.088% active; CHO-K1 hM1, Fluo-8 calcium fluorescence, ACh EC20; 0% = ACh EC20, 100% = maximal ACh; P11229; in the data active means activation above about 19%, passing the limit was not always enough
CHRM1 agonist: agonists of human M1 muscarinic receptor | CHO-K1 hM1, Fluo-8 calcium fluorescence, agonist mode; 0% DMSO, 100% acetylcholine EC100 | activation, % at 3 µM | 360,000 tested, 0.33% active;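 active means activation above the run's mean compound activation plus 3 SD, cut at about 16% in these data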;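 further: peak over basal fluorescence ratio within a 140 s kinetic read after compound addition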
TAAR1 ag: agonists of human TAAR1; AID 624467; CHO RD-HGA16 TAAR1, Fluo-8 calcium fluorescence; vehicle wells 0%, saturating PEA agonist 100%; 360,000 tested, 0.99% active; Q96RJ0; activation, % at 3 µM;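 active means activation above the mean activation of all test compounds in the run plus 3 SD, cut at about 38% in these data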
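Test system: RD-HGA16 (CHO) cells co-expressing Gα16 and hTAAR1; dosing: one-point dosing at 3 µM (nominal); timing: 17-24 h seeding, 75 min 37 °C dye, 30 min RT; signal: kinetic Fluo-8 calcium fluorescence; read-out basis: % activation relative to PEA EC100 response; controls: DMSO and PEA EC100; replicates: n 1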
Active calls of the source: *; x = no result given.

Every second line gives: CHRM1 antagonist	TAAR1 antagonist	CHO-K1 Ca PAM	CHO parental Ca	CHO-K1 Ca antag	CHO-K1 Ca ag	M1 PAM	CHRM1 agonist	TAAR1 ag
- Cc1cccc(C)c1NC(=O)CN(C)C(=O)Cc1cccc(C(F)(F)F)c1
  -24	-7	14	-5	-21	2.2	16	-3	-3
- CCCOc1ccc(C2=NNC(=O)CC2)cc1
  -4	-8	-4	-14	10	-0.4	7	-5	3
- Cn1nccc1NC(=O)Nc1cccc(Br)c1
  -3	x	11	15	2	3.6	2	-1	x
- COc1ccc(C(c2nnnn2CC2CCCO2)N2CCC(C(N)=O)CC2)cc1 (stereo unspecified)
  -6	-6	12	7	-7	-0.1	7	-3	-2
- O=C(c1ccc([N+](=O)[O-])cc1)N1CCOCC1
  -16	-1	-20	x	14	-0.1	18	5	0
- COc1ccc(C(=O)ON=C2CCN(c3ccc([N+](=O)[O-])cc3)CC2)cc1
  13	0	1	-5	-4	0.6	-12	-6	4
- N#Cc1c(N)nc2c(c1-c1ccccc1)CCCC2
  -6	-16	-3	-10	3	-0.2	2	-7	41*
- CC(=O)c1cccc(NC(=O)c2ccc(S(=O)(=O)N3CC(C)OC(C)C3)cc2)c1 (stereo unspecified)
  -2	-6	-7	-15	18	-0.1	12	-1	0
- Cc1nnc(C)n1N
  -4	2	11	-5	-13	1.0	6	-1	1
- C/C(=N\NC(=O)c1cc2ccccc2cc1O)c1ccc(C)o1
  -6	-24	2	17	2	1.0	1	-1	2
- COc1ccccc1C(=O)Nc1ccnn1C1CCN(Cc2ccccc2OCCO)CC1
  -14	-14	14	6	-8	1.4	13	-7	-1
- COC(=O)CCC1(C(N)=O)CCC(=O)c2ccccc21 (stereo unspecified)
  -12	-2	3	x	-6	0.0	3	-3	4
- CC(C)(c1ccccc1)c1ccc(OCCn2cnc3ccccc3c2=O)cc1
  -8	26	10	-23	-7	1.1	-6	-3	4
- N#Cc1ccc(NC(=S)NC(=O)CCc2ccc(S(=O)(=O)N3CCOCC3)cc2)cc1
  -10	-24	14	16	-8	0.3	4	-3	5
- CCN(CC)C(=O)C1CCCN(Cc2ccc(OC)c(C)c2)C1 (stereo unspecified)
  -2	-15	5	-20	-1	-0.1	2	-7	2
- CC1CCC(NC(=O)c2nc(Cn3ccc([N+](=O)[O-])n3)no2)CC1 (stereo unspecified)
  -9	-12	19	-22	-19	5.9	8	-5	4
- CC(C)(C)N=C(NS(=O)(=O)c1cccs1)c1ccccc1
  -5	-8	4	x	-1	1.1	5	-2	0
- O=C(Cc1ccccc1)NCC(=O)OCC(=O)c1ccc(F)cc1
  10	-5	3	-1	-2	1.0	7	-1	1
- CCc1c(N)nc(N)nc1Nc1ccc(C)c(C)c1
  -21	-4	0	x	-5	2.0	13	-1	2
- CCN(Cc1ccccc1)C(=O)c1cccc(OC2CCN(C(=O)C3CC3)CC2)c1
  -14	2	23	-21	-14	9.3	6	-4	4
- Cc1nc(Cl)cc(N/N=C/c2ccccc2)n1
  -10	-4	-3	-7	-8	0.0	7	-7	16
- O=C(NC(Cc1ccccc1)c1nc2ccccc2[nH]1)c1cccc([N+](=O)[O-])c1 (stereo unspecified)
  8	10	-22	-7	14	4.6	-3	-1	2
- Cc1nnc(Nc2ccc(C(=O)O)cc2)[nH]c1=O
  -7	25	24	1	-5	0.6	11	-8	13
- O=C(NCCCN1CCOCC1)c1ccc(CS(=O)(=O)c2ccc(Br)cc2)o1
  -17	-14	16	-9	1	0.0	20	-6	0
- COC(=O)c1ccc(C(=O)Nc2ccc3nc(-c4ccncc4)[nH]c3c2)cc1
  -1	1	-5	-3	-4	0.9	-1	-2	0
- CCC1(CC)NC(=O)N(CC(=O)OCC(=O)Nc2ccc(OC(F)(F)F)cc2)C1=O
  14	11	-20	-15	7	1.2	-3	0	-2
- CC(=O)c1ccc(S(=O)(=O)N(CC(=O)NC2CC2)Cc2ccc(F)cc2)cc1
  -7	4	-19	x	13	-0.1	6	-1	0
- CC(NCCS(=O)(=O)c1ccc(Cl)cc1)c1cccc(Cl)c1 (stereo unspecified)
  -4	-7	-15	-17	10	0.3	12	-2	0
- Cc1ccc(C(O)c2ncc(-c3ccccc3)[nH]2)c(C)c1 (stereo unspecified)
  0	4	-4	x	14	-0.1	-1	-3	0
- CCOc1ccc(-c2csc(NC(=O)CSCC(=O)O)n2)c2ccccc12
  7	-17	6	-13	-6	-0.1	1	-5	10
- COc1ccc([C@H]2CC(=O)C=C(c3ccc4ncccc4c3)C2)cc1OC
  8	20	-9	-16	0	0.4	-3	-3	8
- CC1CCCN(CCCNC(=O)c2ccc3c(c2)N(Cc2ccc(F)cc2)C(=O)c2ccccc2S3=O)C1 (stereo unspecified)
  42*	10	-13	-32	-16	0.2	-23	-6	3
- CCc1ccc(S(=O)(=O)NCc2cccs2)cc1
  4	14	-6	-2	1	-0.9	-3	-4	0
- O=C(NCCNCC(O)COc1ccc(O)cc1)N1CCOCC1 (stereo unspecified)
  -21	-16	21	x	-9	1.6	-3	10	1
- O=C(NN=Cc1c(F)c(F)c(F)c(F)c1F)c1ccc(NS(=O)(=O)c2cccs2)cc1
  1	5	14	-4	-4	0.3	2	-5	-1
- Cc1nc2sccn2c1-c1nc(-c2cc3ccccc3o2)cs1
  -2	2	18	-35	-8	0.3	4	-4	3
- Cc1ccc(S(=O)(=O)C(C#N)c2nc3ccccc3nc2N2CCCC2)cc1C (stereo unspecified)
  1	-11	4	5	-10	1.5	0	-2	9
- O=C(NCC1CCCO1)c1cc(S(=O)(=O)N2CCCCC2)ccc1Cl (stereo unspecified)
  4	-3	-3	-3	-2	0.3	10	5	10
- Cn1nnnc1SCC(=O)N1CCN(c2ccc(Cl)cc2)CC1
  0	-5	14	-12	-1	1.1	-1	-2	11
- Cc1cccn2c(=O)c3cc(C(=O)NCc4cccnc4)c(=N)n(C(C)C)c3nc12
  9	-3	6	14	11	-0.7	2	-5	8

Laid out differently: 11 of the compounds above.
Structure	CHRM1 antagonist	TAAR1 antagonist	CHO-K1 Ca PAM	CHO parental Ca	CHO-K1 Ca antag	CHO-K1 Ca ag	M1 PAM	CHRM1 agonist	TAAR1 ag
CCOc1ccc(-c2csc(NC(=O)CSCC(=O)O)n2)c2ccccc12	7	-17	6	-13	-6	-0.1	1	-5	10
COc1ccc([C@H]2CC(=O)C=C(c3ccc4ncccc4c3)C2)cc1OC	8	20	-9	-16	0	0.4	-3	-3	8
CC1CCCN(CCCNC(=O)c2ccc3c(c2)N(Cc2ccc(F)cc2)C(=O)c2ccccc2S3=O)C1 (stereo unspecified)	42*	10	-13	-32	-16	0.2	-23	-6	3
CCc1ccc(S(=O)(=O)NCc2cccs2)cc1	4	14	-6	-2	1	-0.9	-3	-4	0
O=C(NCCNCC(O)COc1ccc(O)cc1)N1CCOCC1 (stereo unspecified)	-21	-16	21	x	-9	1.6	-3	10	1
O=C(NN=Cc1c(F)c(F)c(F)c(F)c1F)c1ccc(NS(=O)(=O)c2cccs2)cc1	1	5	14	-4	-4	0.3	2	-5	-1
Cc1nc2sccn2c1-c1nc(-c2cc3ccccc3o2)cs1	-2	2	18	-35	-8	0.3	4	-4	3
Cc1ccc(S(=O)(=O)C(C#N)c2nc3ccccc3nc2N2CCCC2)cc1C (stereo unspecified)	1	-11	4	5	-10	1.5	0	-2	9
O=C(NCC1CCCO1)c1cc(S(=O)(=O)N2CCCCC2)ccc1Cl (stereo unspecified)	4	-3	-3	-3	-2	0.3	10	5	10
Cn1nnnc1SCC(=O)N1CCN(c2ccc(Cl)cc2)CC1	0	-5	14	-12	-1	1.1	-1	-2	11
Cc1cccn2c(=O)c3cc(C(=O)NCc4cccnc4)c(=N)n(C(C)C)c3nc12	9	-3	6	14	11	-0.7	2	-5	8

Next section
Every second line gives: CHRM1 antagonist	TAAR1 antagonist	CHO-K1 Ca PAM	CHO parental Ca	CHO-K1 Ca antag	CHO-K1 Ca ag	M1 PAM	CHRM1 agonist	TAAR1 ag
- COC(=O)c1cc(C)nc2c1C(=O)C(=O)C=C2N1CCOCC1
  -4	29	-6	-8	13	0.8	8	5	7
- COCCSc1ccccc1C(=O)N1CCC(Cc2ccccc2)CC1
  7	-12	28	-18	-15	3.0	-1	-4	4
- Cc1ccc(S(=O)(=O)N(C)c2ccc(C(=O)N(CC(C)C)C3CCS(=O)(=O)C3)cc2)cc1 (stereo unspecified)
  -17	3	8	-11	-1	0.4	4	-2	0
- O=C(NCc1cccc(C(F)(F)F)c1)C1CCC(=O)N(C2CCCCCC2)C1 (stereo unspecified)
  0	-12	11	-16	-19	2.9	-1	-3	0
- C[C@H](CO)N1C[C@H](C)[C@@H](CN(C)CC2CCOCC2)Oc2ncc(Br)cc2C1=O
  -9	-19	19	x	-8	1.3	9	-8	4
- Cc1ccc(CN(Cc2ccc(C)o2)C(=S)NCC(=O)O)cc1
  -7	-13	10	-5	1	0.3	8	-6	4
- CNC(=S)N/N=C/c1ccc(N(C)C)cc1
  -15	14	17	-14	-14	1.1	13	-2	3
- O=S(=O)(Cc1nnnn1-c1ccccc1)c1ccc(F)cc1
  -5	-31	12	-15	-6	2.4	7	-2	2
- CCOc1ccccc1NC(=O)c1ccc2c(O)c(S(=O)(=O)c3ccccc3)c(=O)[nH]c2c1
  -12	4	17	x	-11	0.0	8	-1	0
- O=C(N/N=C/c1cccc(Oc2ccccc2)c1)c1ccccc1Br
  -10	41	28	-28	-37	0.2	12	0	4
- CCCCNC(=O)CSc1ccc(S(=O)(=O)N2CCOCC2)cn1
  8	24	-24	-9	12	0.0	-2	-3	0
- COc1cccc(NC(=O)[C@H](C)NC(=O)N2CCn3c2nc2ccccc23)c1
  -1	7	0	-23	-5	5.5	0	-3	4
- COc1ccc(/C=N/NC(=O)c2ccc(O)cc2)cc1CN1CCCc2ccccc21
  11	6	18	-15	-8	-0.2	-4	-5	2
- CCn1cc(S(=O)(=O)NCCc2ccc(F)cc2)cn1
  -11	-16	-9	-11	1	0.6	15	-2	17
- CCn1nc(C)c(NC(=O)/C=C/c2cnn(C)c2C)c1C
  -6	-3	15	-3	-32	1.2	5	-1	0
- CCOC(=O)C1=CCN(S(=O)(=O)c2ccccc2C)C1c1ccc(Br)cc1 (stereo unspecified)
  8	33	14	x	7	2.0	-5	-1	6
- O=C(O)CSc1cn(Cc2ccccc2)c2ccccc12
  -12	-5	13	-10	-9	0.7	9	-3	0
